# Source: PubChem (The Scripps Research Institute Molecular Screening Center)
# TTR transcr act = activators of transthyretin transcription; actives 1.3% (n = 92,000); activation, % at 16.7 µM; SH-SY5Y TTR promoter Gaussia luciferase, luminescence; 100% = recombinant luciferase protein wells;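 active = activation above the mean of all tested compounds plus 3 SD, cut at about 9.5% in these data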;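 note: cells exposed to compounds for one day before reading; 0% = median of all test compound wells on the plate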
# Numbers without * were called inactive. A portion of the library; the hit share may differ from the screen's.
TTR transcr act,smiles
-1.5,N#Cc1ccccc1NC(=O)COC(=O)c1cccs1
-1.3,Cc1cc(C)c(NC(=O)CS)c(Cl)c1
2.3,COc1ccc(C2N(c3ccc(OC)cc3)C(=S)N3CCCN23)cc1 (stereo not drawn)
6.5,O=C(Cc1ccc([N+](=O)[O-])cc1)N/N=C/c1cccs1
0.2,Cc1cc(C)n2nc(SCC(=O)N(C)C)nc2n1
-1.4,CCCCOc1ccc(-c2ncc(N)cn2)cc1
4.8,Cc1ccc(N=Cc2cccc(O)c2O)c(C)c1
1.9,C=CCNC(=O)/C(C#N)=C/c1cn(-c2ccccc2)nc1-c1ccc(OC)c([N+](=O)[O-])c1
-0.2,Cc1cccc(CSc2nnc(-c3ccco3)o2)c1
-1.9,Cc1cc[n+](-c2[nH]c(=O)sc2/C=N/N=C(\[O-])c2ccccc2)cc1C
0.5,COc1cccc(CNC(=O)N2CCN(c3ccccc3Cl)CC2)c1
0.1,Cc1sc2ncn(CC(=O)NCCCC(=O)NCc3ccc(F)cc3)c(=O)c2c1C
-0.8,CCOC(=O)c1c(C)[nH]c(N=Nc2ccc(C)cc2C)c1C
0.3,O=C(N/C(=C\c1ccc(F)cc1)C(=O)N1CCCCCC1)c1ccccc1
-2.1,COc1ccc(CN(C(=O)c2ccco2)c2ccccc2)cc1
-0.7,COc1cc(/C=N/n2c(-c3cc(C)[nH]n3)n[nH]c2=S)cc(OC)c1OC
5.3,Cc1nnc(SCc2ccccc2)n1N
-2.3,O=C(CN1C(=O)COc2ccccc21)Nc1ccc2c(c1)OCCO2
34.5*,O=C1CSCC(=O)N1c1ccccc1
6.4,CSCC(=O)N1CCC(n2nccc2NC(=O)CCCc2ccccc2)CC1

TTR transcr act,smiles
0.5,O=C(Cc1ccccc1[N+](=O)[O-])NCc1ccccc1Cl
-1.2,CCCCN(CC)C(=O)C1CCCN(S(=O)(=O)c2cccc3nsnc23)C1 (stereo not drawn)
-0.6,Cc1nn(C)c(C)c1/C=C(\C#N)S(=O)(=O)c1ccc(F)cc1
0.6,CC(C)[C@H](CO)NC(=O)[C@H]1O[C@@H](n2ccc(N)nc2=O)[C@H](O)[C@@H]1O
-1.1,NC(=O)C[C@@H]1N[C@]2(C(=O)Nc3ccccc32)[C@@H]2C(=O)N(C3CCCCC3)C(=O)[C@H]12
1.5,O=C(O)C1CCN(S(=O)(=O)c2ccc(N3CCCC3C(=O)O)c([N+](=O)[O-])c2)CC1 (stereo not drawn)
5.2,CC(NC(=O)C(=O)NCCCn1ccnc1)c1ccccc1 (stereo not drawn)
-1.5,c1ccc(CN(Cc2ccccc2)C(c2ccnc3ccccc23)c2nnnn2-c2ccc3c(c2)OCCO3)cc1 (stereo not drawn)
1.6,COCCNC(=O)C1(C)CCCN(Cc2c(C)nn(-c3ccccc3)c2C)C1 (stereo not drawn)
1.6,COc1ccc2oc(=Nc3cccc(F)c3)c(C(N)=O)cc2c1
0.9,CC(c1nc2ccccc2c(=O)[nH]1)N(C)c1ccc2ccccc2c1 (stereo not drawn)
-0.9,CCc1nc2ccccc2c(C(=O)Oc2ccc(C(=O)OC)cc2)c1C
-0.3,Cn1c(=O)c2c(nc(N/N=C/c3ccncc3)n2Cc2ccccc2)n(C)c1=O
0.5,O=C(N[C@@H](Cc1ccccc1)C(=O)NCP(=O)(O)OC(Cc1ccccc1)C(=O)O)OCc1ccccc1 (stereo partly drawn)
0.2,Cc1nnc(N)s1
6.3,O=C(CCCn1c(=O)[nH]c2ccccc2c1=O)N1CCN(c2ccccn2)CC1
-0.1,Cc1ccc(SCCN2CCN(C)CCC2=O)cc1
-0.3,COc1ccc(-n2c(-c3cnccn3)n[nH]c2=S)cc1
-0.5,CCCCN(CC)CCNC(=S)Nc1ccc2nc(N3CCN(C)CC3)cc(C)c2c1
0.3,CCOc1cc(NC(=S)NCCCN2CCOCC2)c(OCC)cc1NC(=O)c1ccccc1C

# By substructure, the entries above containing a cyano group (three)
TTR transcr act,smiles
-1.5,N#Cc1ccccc1NC(=O)COC(=O)c1cccs1
1.9,C=CCNC(=O)/C(C#N)=C/c1cn(-c2ccccc2)nc1-c1ccc(OC)c([N+](=O)[O-])c1
-0.6,Cc1nn(C)c(C)c1/C=C(\C#N)S(=O)(=O)c1ccc(F)cc1

# Grouped by structure: the compounds so far containing an aryl thioether with sulfur outside any ring.
TTR transcr act,smiles
0.2,Cc1cc(C)n2nc(SCC(=O)N(C)C)nc2n1
-0.2,Cc1cccc(CSc2nnc(-c3ccco3)o2)c1
5.3,Cc1nnc(SCc2ccccc2)n1N
-0.1,Cc1ccc(SCCN2CCN(C)CCC2=O)cc1

# (next part)
TTR transcr act,smiles
-0.4,CCOC(=O)C1(C(=O)OCC)NC(=O)CC1CC(C)C (stereo not drawn)
-2.3,CCOC(=O)N1CCC(NC(=O)c2cc(C(=O)NCC(OC)OC)ccc2CO)CC1
3.2,O=C(CCNC(=O)c1ccccc1)Nc1ccc(F)c(Cl)c1
4.7,COc1ccc(C)cc1NC(=O)CSc1ccc(Cl)cc1
-1.2,CC(=O)Oc1c(Cl)c(N2CCOCC2)c(OC(C)=O)c2ccccc12
-2.6,CCCc1cc(=O)[nH]c(SC/C=C/c2ccccc2)n1
-2.1,CC(C)(C)NC(=O)C(c1ccc(F)cc1)N(Cc1ccco1)C(=O)Cn1nnc(-c2cccs2)n1 (stereo not drawn)
1.9,CC(C)COC(=O)c1ccc2c(c1O)C(=O)c1ccccc1C2=O
-0.6,COc1ccc(S(=O)(=O)N(C)C[C@H]2Oc3ccc(NS(=O)(=O)c4c(C)noc4C)cc3C(=O)N([C@H](C)CO)C[C@@H]2C)cc1
1.7,CC(C)(O)CN(C(=O)C(c1ccccc1)c1ccccc1)C1CCCCC1
2.1,C=CCn1c(SCC(=O)N2CCCC2)nc2scc(-c3cccs3)c2c1=O
1.2,Cc1ccccc1N=Cc1c(O)n(-c2nccs2)c(=O)c2ccccc12
-0.6,Cc1ccccc1Cn1nc(C)c(NC(=O)c2noc3c2CCc2ccccc2-3)c1C
4.8,CC(C)(C)OC(=O)N1CCC(c2c(C(=O)NCC3CCN(C4CCCC4)C3)cnn2-c2cccc(Cl)c2)CC1 (stereo not drawn)
-2.1,CSc1ccc2nnc(-c3cccc(F)c3)n2n1
0.7,C=CCn1c(CNC(=O)c2ccccc2F)nnc1SCC(=O)N1CCOCC1
-2.8,CC1CCN(c2nc3ccc(C(=O)N4CCN(Cc5ccc6c(c5)OCO6)CC4)cc3s2)CC1
-1.0,CN(CCc1ccccc1)C(c1cc2ccccc2o1)c1nnnn1C(C)(C)C (stereo not drawn)
0.9,O=C(NCc1ccccc1)C1c2ccccc2OCC(=O)N1Cc1ccc2c(c1)OCO2 (stereo not drawn)
-2.0,Cc1ccc(CCS(=O)(=O)c2ccc(C(C)(C)C)cc2)cn1

TTR transcr act,smiles
0.8,COc1ccc(C(=O)NCC(=O)N/N=C/c2c(C)[nH]c3ccccc23)cc1OC
4.2,CCC1CCCCN1CCCNS(=O)(=O)c1ccc2c(c1)oc(=O)n2C (stereo not drawn)
-1.8,Cn1c(=O)c(C(=O)CN2CCCc3ccccc32)c(N)n(Cc2ccccc2)c1=O
-0.7,Cc1cn([C@H]2C[C@H](O)[C@@H](CNC(=O)[C@H](N)Cc3cccnc3)O2)c(=O)[nH]c1=O
0.7,CN1C(=O)C2C(c3ccc(N(C)C)cc3)NN(Cc3ccccc3)C2C1=O (stereo not drawn)
2.4,COc1cccc(NC(=O)CSc2nc3ccccc3n2C)c1
-0.6,CC(C)[C@H](NC(=O)C1CC(=O)N(c2ccc3c(c2)OCO3)C1)C(=O)NC1CCCC1 (stereo partly drawn)
-1.4,O=C(CN1CCN(c2ccccc2)CC1)Nc1ccc2c(c1)CCC2
-0.8,NS(=O)(=O)c1ccc(NC(=O)c2ccccc2Cl)cc1
0.9,CCCN1CCC(NC(=S)Nc2ccc([N+](=O)[O-])cc2)CC1
-3.0,Cc1ccc(S(=O)(=O)N2CCOCC2)cc1NC(=O)COC(=O)/C=C/c1ccc(F)cc1
31.2*,Cc1c(C(=O)N2CCN(S(=O)(=O)c3ccccc3)CC2)oc2ccc(Br)cc12
-1.0,CCN(CC)S(=O)(=O)c1ccc(C)c(NC(=O)Cn2cnc3cc([N+](=O)[O-])ccc3c2=O)c1
0.9,CCOC(=O)c1c(C)[nH]c(C(=O)OCCOc2ccc(Cl)cc2)c1C
4.6,O=C(CNC(=O)c1ccc(Cl)cc1)OCc1nc2ccccc2s1
-2.4,COc1ccc(C)cc1S(=O)(=O)N(CC(=O)NCc1ccc(Cl)cc1)Cc1ccccc1
2.8,Cn1cnc([N+](=O)[O-])c1Sc1ccc(Br)cc1
0.4,CCOCCOc1cccc(C(=O)NC(C)c2ccc3ccccc3c2)c1 (stereo not drawn)
1.7,COc1cc(/C=C/C(=O)OCC(=O)Nc2cc(C(F)(F)F)ccc2N2CCOCC2)ccc1O
-0.6,N#CCCN(Cc1ccccc1)C(=S)Nc1ccc(F)cc1

TTR transcr act,smiles
0.5,CC(C)(C)c1nc2c(s1)CCc1onc(-c3ccc(Cl)cc3)c1-2
1.0,O=C(COC(=O)COc1ccccc1)NC1CCCc2ccccc21 (stereo not drawn)
-1.4,COc1ccc(/C=N/NC(=O)C2(C)NC(C)(C)Cc3ccccc32)cc1 (stereo not drawn)
0.0,COc1ccccc1NS(=O)(=O)c1cccc(C(=O)N2CCN(C/C=C/c3ccccc3)CC2)c1
-1.3,O=C(CN1C(=O)c2cccnc2Oc2ccc(Cl)cc21)NC1CCCC1
1.5,O=C(Nc1nncs1)C1CC(=O)N(C2CCCC2)C1 (stereo not drawn)
-3.2,CCN(CC)S(=O)(=O)c1ccc(N2CCOCC2)c(NC(=O)Cc2ccc(Cl)cc2)c1
0.1,CCOCCOC(=O)C1=C(C)Nc2ccc(C)cc2S1
-1.1,COc1ccccc1NC(=S)NN1CCN(C)CC1
0.1,O=C(NC1CCSc2ccccc21)c1ccc(F)c(S(=O)(=O)N2CCOCC2)c1 (stereo not drawn)
1.2,COc1cccc(-c2cccc(NC(=O)C3CCN(C4CCC4)CC3)c2)c1
-3.6,CC1(C(=O)OCC(=O)Nc2ccc(S(=O)(=O)N3CCOCC3)cc2)CC1(Cl)Cl (stereo not drawn)
-2.0,Cc1onc(-c2ccccc2)c1C(=O)N(Cc1ccccc1)C(C)C
-1.4,Cc1c(C(=O)NC(Cc2ccccc2)c2nc3ccccc3[nH]2)cccc1[N+](=O)[O-] (stereo not drawn)
-1.4,O=C(NCc1ccco1)c1noc2c1CCCCC2
6.1,CN(CCC#N)C(=O)COC(=O)c1cccnc1Nc1ccccc1F
0.4,COc1cc(O)c(C(CC(=O)N2CCN(c3ccccc3)CC2)c2ccc(N(C)C)cc2)c(OC)c1 (stereo not drawn)
-0.6,CS(=O)(=O)Nc1cccc(C2=NN(C(=O)c3ccco3)C(c3cccs3)C2)c1 (stereo not drawn)
1.0,Cc1cc(Cl)ccc1OCc1cn2cccnc2n1
0.5,Cc1sc2nc(CSCC(=O)Nc3ccccc3C#N)[nH]c(=O)c2c1C

# Part of the list above, field by field.
> Cc1ccc(CCS(=O)(=O)c2ccc(C(C)(C)C)cc2)cn1
  TTR transcr act = -2.0
> COCCNC(=O)C1(C)CCCN(Cc2c(C)nn(-c3ccccc3)c2C)C1 (stereo not drawn)
  TTR transcr act = 1.6

# Following part:
TTR transcr act,smiles
0.9,CCOC(=O)c1ccc(-n2cncn2)nc1
-0.5,COc1cccc(C(NC(C)=O)c2nc(-c3ccc(C)c(C)c3)cs2)c1 (stereo not drawn)
-0.1,NC(=O)c1ccsc1NC(=O)CSc1nnc2ccccn12
0.3,Cc1ccc(-c2nc3ccccc3[nH]2)cc1NC(=O)/C=C/c1ccco1
-0.4,COC(=O)c1ccc(NC(=O)CSc2nnc(C)n2-c2ccccc2)cc1
4.5,CCN1C(=O)CS/C1=C(\C#N)S(=O)(=O)c1ccccc1
0.4,Cc1cc(NCc2ccccn2)n2ncc(-c3ccccc3)c2n1
-0.2,Cc1nn(-c2ccccc2)c(C)c1C(=O)NNC(=O)C(F)(F)F
-0.5,CCC(=NCCc1c(C)[nH]c2ccc(C)cc12)C1=C(O)CC(c2ccccc2)CC1=O (stereo not drawn)
-1.2,Cc1cc(C)c(O)c(-c2cc(C(=O)NCc3ccccc3)[nH]n2)c1
0.4,CC(=O)c1cccc(Nc2ccc(-c3ccccc3F)nn2)c1
-0.5,Cc1nn(CC(=O)c2ccc3c(c2)OCCO3)c(=O)c(C#N)c1C
-1.4,O=C1NC(c2ccc(-c3ccccc3[N+](=O)[O-])o2)C(C(=O)c2ccccc2)C(O)(C(F)(F)F)N1 (stereo not drawn)
0.7,N#CCSc1nc2c(c(C3CC=CCC3)c1C#N)CCC2 (stereo not drawn)
5.0,CN(N=Nc1nc[nH]c1C(=O)NN)C1CCCCC1
0.2,Cn1c(Cc2ccccc2)nc(=O)c2ccccc21
1.3,CN(C)C1=C(Cl)C(=O)N(c2ccc(Cl)c(Cl)c2)C1=O
-2.7,CCn1c2ccccc2c2cc(NC(=O)c3ccc([N+](=O)[O-])cc3)ccc21
-1.6,COc1ccccc1C(=O)Nc1ccc(OCc2nnc3c4ccccc4c(C)nn23)cc1
-1.0,S=c1[nH]nc(-c2ccn[nH]2)n1-c1ccccc1Cl
1.9,CCC(C)(C(=O)NC1CCCC1)N(C(=O)c1ccccn1)c1ccc(C)cc1 (stereo not drawn)
-2.8,Cc1ccc(S(=O)(=O)N2CCN(C(=O)CN3C(=O)NC(C)(CCC(C)C)C3=O)CC2)c(C)c1 (stereo not drawn)

# Gathered by group: the entries above with a COOH group (2)
TTR transcr act,smiles
1.5,O=C(O)C1CCN(S(=O)(=O)c2ccc(N3CCCC3C(=O)O)c([N+](=O)[O-])c2)CC1 (stereo not drawn)
0.5,O=C(N[C@@H](Cc1ccccc1)C(=O)NCP(=O)(O)OC(Cc1ccccc1)C(=O)O)OCc1ccccc1 (stereo partly drawn)
